# Bioassay records from PubChem BioAssay.
# PLK1 PBD inh – blocks phosphopeptide binding to human PLK1 polo-box domain | Plk1 PBD binding of FITC phosphopeptide, fluorescence polarization | Potency, µM, for the others: max response, negative = inhibition, most hits filed as inhibitors | actives 2.8% (n = 360,000); further: potency means the concentration at half of the fitted maximal effect; series mostly up to about 57 µM; on the % scale 0 is the no-effect control and ±100 the full control effect; nearly all actives have a fitted effect of over 65% in size
# GLP1R ag – GLP-1 receptor (human) agonism | HEK293 GLP-1R CRE-luciferase, luminescence, 4-6 h; cells express a hypersensitive GLP-1R form | actives 0.007% (n = 380,000) | Potency, µM (doses to about 45.6 µM), inactives show top-dose activation, hits mostly activators | P43220 | AID 624172; further: potency means the concentration at half of the fitted maximal effect; % of control where 0% means no effect
# Target sequence (P43220 whole entry, looked up): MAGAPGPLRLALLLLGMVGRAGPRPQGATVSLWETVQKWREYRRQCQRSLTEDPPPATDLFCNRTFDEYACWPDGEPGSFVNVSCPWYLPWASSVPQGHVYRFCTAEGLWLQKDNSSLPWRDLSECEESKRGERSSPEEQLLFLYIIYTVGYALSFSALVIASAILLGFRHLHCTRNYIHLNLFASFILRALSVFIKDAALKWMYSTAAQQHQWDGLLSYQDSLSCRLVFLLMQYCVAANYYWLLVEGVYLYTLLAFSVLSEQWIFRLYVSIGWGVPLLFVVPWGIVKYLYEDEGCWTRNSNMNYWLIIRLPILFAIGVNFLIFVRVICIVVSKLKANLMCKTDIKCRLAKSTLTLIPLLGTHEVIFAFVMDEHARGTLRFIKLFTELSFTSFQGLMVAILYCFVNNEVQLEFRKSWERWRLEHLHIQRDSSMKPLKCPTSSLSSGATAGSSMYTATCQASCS
# GLP1R inv ag – acts as inverse agonist at human GLP-1 receptor; actives 1.6% (n = 410,000); HEK293 GLP-1R CRE-luciferase, luminescence, 24 h; GLP-1R form is constitutively active; P43220; Potency, µM (top dose mostly 38.3 µM), for inactives: top-dose activity change, negative = inhibition, actives largely listed as inhibitors; further: potency means the concentration at half of the fitted maximal effect; on the % scale 0 is the no-effect control and ±100 the full control effect; nearly all actives have a fitted effect of over 55% in size
#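 Luminescence readout: a drop in cAMP-driven luciferase signal flags inverse agonism at a constitutively active GLP-1R stably expressed in HEK293. Compound exposure lasted 24 hr at 37 deg C, 5% CO2.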
# IL2 activator – activators of IL-2; AID 652025; actives 0.065% (n = 360,000); IL-2 activation reporter assay, cell-based qHTS; stimulated with anti-CD3/CD4/CD28 beads; in transgenic mouse T cells; activation, % (series mostly up to about 46 µM); in the data active means activation above about 50%; inconclusive means mostly about 30% to 49%; further: 0% is about no effect
#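 Readout is EGFP and DsRed signal by fluorescent plate cytometry after 18 h at 37 degrees C. Transgenic mouse T cells (750/well) received compound for 60 min before bead stimulation (anti-CD3, anti-CD4, anti-CD28); memory T cells served as non-tolerant control.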
# GLP1R cytotox – cytotoxic in the GLP-1 receptor inverse agonist counter-screen; HEK293 cAMP-luciferase reporter cells, luminescence, 24 h; Potency, µM (top dose mostly 38.3 µM), for inactives: at the highest dose activity change, negative = inhibition, actives largely listed as inhibitors; actives 0.13% (n = 410,000);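 further: loss of luciferase light is scored as toxicity; potency means the concentration at half of the fitted maximal effect; on the % scale 0 is the no-effect control and ±100 the full control effect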
#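 Compound-treated cells are incubated 24 hr at 37 deg C under 5% CO2 after a 12 hour attachment period, then luciferase detection reagent is added and luminescence is measured following 12 min at room temperature; lowered signal indicates toxicity.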
# D3 antag – antagonists of human D3 dopamine receptor; P35462; D3R cells, DiscoveRx beta-arrestin luminescence, antagonist mode; hits give low values; max response, negative = inhibition, %; actives 2.5% (n = 360,000); in the data active means max response below about -50%; inconclusive means no clear call, values can overlap the other calls; further: on the % scale 0 is the no-effect control and ±100 the full control effect; mostly tested at two doses, the higher about 12 µM
#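 Cells plated overnight at 1500 cells/well, then exposed to library compounds with dopamine controls for 90 minutes at 37 degrees C. DiscoveRx reagent added for 30–60 minutes at room temperature; luminescence read, quantitative HTS format.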
# D3 ag – activates the human D3 dopamine receptor; P35462; D3R DiscoveRx beta-arrestin cells, luminescence, 90 min; max activation, %; actives 0.58% (n = 410,000); AID 652048; in the data active means max activation above about 30%; further: 0% is about no effect; mostly tested at two doses, the higher about 12 µM
#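 Agonist-mode cell screen: cells plated at 1500/well and incubated overnight at 37 °C, then exposed to library compounds for 90 min at 37 °C. Detection reagent was added for 30–60 min at room temperature, and luminescence was read.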
# PI5P4Ka inh – PI5P4K alpha (human) kinase inhibition; actives 1.2% (n = 330,000); AID 652105; max response, %; P48426; PI5P4Kalpha enzyme, ADP-Glo luminescence, 60 min; hits give low values; active means max response of -50% or lower; inconclusive means between -30% and -50%; inactive means -30% or higher; further: value at the top dose of about 77 µM; on the % scale 0 is the no-effect control and ±100 the full control effect
# Target sequence (P48426 whole entry, looked up): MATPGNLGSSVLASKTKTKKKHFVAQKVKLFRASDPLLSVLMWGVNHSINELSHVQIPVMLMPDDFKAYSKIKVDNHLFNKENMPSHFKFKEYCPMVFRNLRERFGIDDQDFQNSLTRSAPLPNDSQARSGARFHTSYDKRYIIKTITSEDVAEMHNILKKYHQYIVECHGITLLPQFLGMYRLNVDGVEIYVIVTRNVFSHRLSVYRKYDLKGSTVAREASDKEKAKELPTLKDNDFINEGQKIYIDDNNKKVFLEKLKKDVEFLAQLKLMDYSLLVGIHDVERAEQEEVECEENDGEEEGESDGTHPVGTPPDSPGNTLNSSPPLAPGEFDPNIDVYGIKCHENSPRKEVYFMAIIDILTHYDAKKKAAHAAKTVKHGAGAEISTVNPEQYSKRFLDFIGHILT
#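 Compounds were pin-transferred onto PI5P4Kalpha and substrate in HEPES pH 7.4 buffer with EGTA, CHAPS and 5% DMSO. ATP (5 microM final) started the reaction, which ran 60 minutes at room temperature before ADP-Glo detection.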
# WRN inhibitor – WRN helicase (human) inhibition. Q14191. WRN helicase unwinding, fluorescent forked duplex, kinetic. Potency, µM (doses to about 114 µM), inactives show top-dose activity change, negative = inhibition, usual class: inhibitors. actives 0.46% (n = 360,000). AID 651768; further: potency means the concentration at half of the fitted maximal effect; on the % scale 0 is the no-effect control and ±100 the full control effect; nearly all actives have a fitted effect of over 55% in size
#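 Kinetic fluorescence helicase assay: unwinding of a quenched forked DNA duplex (100 nM final) with 2 mM ATP final raises red fluorescence (525/598 nm). Compounds sat 15 min at room temperature with 20 nM WRN beforehand.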
# Numbers without * were called inactive; u = inconclusive; x = not tested or not shown; & = joins results of further samples; [ ] = remark or other dose. Unless noted, the call rests on the fitted dose curve; in most records, active means well fitted curve in the direction sought with a large enough effect; inconclusive means small, poorly fitted or top-dose-only effect, or another doubt; inactive means no such curve, though single readings can be large; an effect the other way counts as inactive or inconclusive.
SMILES,PLK1 PBD inh,GLP1R ag,GLP1R inv ag,IL2 activator,GLP1R cytotox,D3 antag,D3 ag,PI5P4Ka inh,WRN inhibitor
CC(=O)Nc1ccc(C(=O)OCC(=O)N2CCN(C(=O)c3ccco3)CC2)cc1,2%,-4%,16%,-0.2,-26%,20,4,1,-6%
O=C(Nc1ccc(N2CCN(C(=O)c3ccco3)CC2)c(Cl)c1)c1cc2ccccc2o1,-4%,-17%,u,-0.8,u,-1,36*,-9,-3%
O=C(O)c1ccc(CNCc2ccccc2Cl)cc1,2%,-31%[inhibitor],5%,2.7,-1%,-6,0,-2,1%
CCCCC1CCC(C(=O)N(CC(C)C)c2c(N)n(CCCC)c(=O)[nH]c2=O)CC1 (centres undefined),0%,1%,9%,-0.6,6%,-16,3,1,-9%
COc1cccc(NC(=O)c2ccccc2NC(=O)c2ccncc2)c1,0%,17%,8%,0.0,0%,32,5,3,-4%
COc1ccc2c(c1)CCCN2S(=O)(=O)c1ccc(Cl)cc1,1%,5%,u,-0.6,3%,-18,-7,3,-6%
Cc1ccc(C)c(OCC(=O)Nc2ccc(N3CCOCC3)cc2N2CCOCC2)c1,0%,0%,12%,-4.1,9%,21,2,6,-21%
CC(=O)NC(c1cccc(F)c1)c1nc(-c2cnn(C)c2)cs1 (centres undefined),-9%,0%,4%,-0.1,2%,-53*,-25,3,3%
Cc1ccccc1NC(=O)CSc1ccc(-c2ccc(-n3cccn3)cc2)nn1,1%,0%,0%,-1.3,10%,-6,4,-2,-3%
COCCN(C(=O)c1ccc(C#N)cc1)c1c(N)n(Cc2ccccc2)c(=O)[nH]c1=O,2%,0%,25%,0.5,-4%,5,0,3,8%
CC(Sc1nn(-c2ccc(F)cc2)c(=S)s1)C(=O)c1c(N)n(C)c(=O)n(C)c1=O (centres undefined),-4%,-6%,u,0.8,-17%,1,6,12,-11%
CCC(C)NC(=O)c1ccc(COc2ccccc2Cl)cc1 (centres undefined),-7%,5%,0%,-2.2,u,23,-7,2,12%
CNC(=O)CSc1nnc(-c2ccccc2)n1C,-4%,-4%,6%,-1.9,-44%,-6,-4,-4,8%
CC1(C)C2CCC(C2)C1(C)NC(=O)CNC1CCCCC1 (centres undefined),-9%,5%,u,-1.8,3%,-17,-8,0,1%
CC1(C)CC(=O)C/C(=N/NC(=O)c2ccc(-c3ccccc3)cc2)C1,-7%,4%,-22%,2.8,5%,-5,4,-9,-5%
CCc1cc2c(=O)[nH]c(Cc3ccc(OC)cc3)nc2s1,-6%,0%,6%,0.3,5%,-18,2,4,1%
CCn1c(N)c(C(=O)NCCCOC)sc1=S,21µM*,-5%,10%,-1.6,3%,2,2,-7,-7%
COc1ccc(CNC(=O)CS(=O)Cc2nc(-c3ccc(C)cc3)oc2C)cc1 (centres undefined),-14%,-3%,-13%,-1.6,4%,-11,-11,-2,-9%
CCc1cccc(CC)c1-n1c(SCn2nnc3ccccc3c2=O)nnc1-c1cccnc1,-1%&-13%,2%,u,-0.6,-9%,-4,-5,6,-3%
Cc1cccc(Cc2nnc(CCC(=O)N(C)CCc3ccccc3)o2)c1,-17%,-4%,17%,-4.3,1%,-6,-3,1,12%
COc1cccc2oc3ccc(C#CC4(N)CCCCC4)cc3c(=O)c12,-5%,6%,43%[activator],-0.3,u,-5,-16,4,32%
Cc1cc(F)ccc1C(O)c1ncc(-c2cccc3ccccc23)[nH]1 (centres undefined),5%,1%,u,0.0,-2%,30,-10,5,-1%
CCN1CCCC1CN(Cc1cc2ccc(C)cc2[nH]c1=O)C(=S)Nc1ccc(OC)cc1OC (centres undefined),-6%,14%,u,-4.7,u,u,-39,2,-4%
COC(=O)CCC(=O)Nc1ccc(N=Nc2ccccc2)cc1,-28%,2%,47%[activator],-3.2,-13%,5,-3,-1,1%
COc1ccc(C(=O)OCC(=O)N2C(C)CCCC2C)cc1S(=O)(=O)N1CCOCC1 (centres undefined),-4%,-2%,14%,1.5,-3%,15,-1,1,-16%

# Nothing new here: 3 of the compounds above.
SMILES,PLK1 PBD inh,GLP1R ag,GLP1R inv ag,IL2 activator,GLP1R cytotox,D3 antag,D3 ag,PI5P4Ka inh,WRN inhibitor
CC(=O)Nc1ccc(C(=O)OCC(=O)N2CCN(C(=O)c3ccco3)CC2)cc1,2%,-4%,16%,-0.2,-26%,20,4,1,-6%
O=C(Nc1ccc(N2CCN(C(=O)c3ccco3)CC2)c(Cl)c1)c1cc2ccccc2o1,-4%,-17%,u,-0.8,u,-1,36*,-9,-3%
O=C(O)c1ccc(CNCc2ccccc2Cl)cc1,2%,-31%[inhibitor],5%,2.7,-1%,-6,0,-2,1%

# (continued)
SMILES,PLK1 PBD inh,GLP1R ag,GLP1R inv ag,IL2 activator,GLP1R cytotox,D3 antag,D3 ag,PI5P4Ka inh,WRN inhibitor
Cc1nnc(NC(=O)c2ccc3c(c2)OCO3)s1,-9%,-1%,4%,-0.8,11%,-15,-9,2,-35%
COc1cccc(C(=O)Oc2ccc3ccc(O)cc3c2)c1,-7%,12%,9%,0.2,-26%,1,2,7,-8%
Cc1ccc(S(=O)(=O)NCc2ccccc2)cc1C(=O)NCC(C)(C)N1CCOCC1,-3%,-6%,-3%,-1.2,-3%,12,4,-7,-9%
COc1ccc(CNC(=O)Cn2nc(C(F)(F)F)c3c2CCC3)cc1,-2%,-11%,1%,0.0,6%,-19,0,3,3%
COC(=O)C1=C(C(=O)OC)[C@@H]2Nc3ccccc3[C@@]23C[C@@H](C(=O)OC)N(C(=O)c2ccc(Br)cc2)C3=N1,-6%,-5%,-25%,-1.3,u,21,3,-5,-3%
CCOc1ccc(N(CC(=O)N/N=C/c2cc(Br)c(C)o2)S(C)(=O)=O)cc1,-4%,6%,2%[7.66 µM],3.2,0%[7.66 µM],9,-2,0,-11%
COC(=O)c1ccc(NC(=O)c2ccc3nccnc3c2)cc1,-2%,5%,5%,0.4,-2%,-10,-2,5,-4%
COCc1cc(C)nc(SCC(=O)Oc2ccc(Cl)cc2)c1C#N,-7%,8%,21%,3.1,60%[activator],5,4,-3,-3%
CC1CC(C)CN(C(=O)c2ccc3c(=O)n(Cc4ccc5c(c4)OCO5)c(=S)[nH]c3c2)C1 (centres undefined),1%,-9%,0%,-1.9,3%,14,-1,x,-9%
Cc1onc(-c2ccccc2Cl)c1C(=O)N1CCN(C(=O)c2ccco2)CC1,-1%,-4%,2%,0.5,13%,4,3,3,-7%
CCC(=O)c1ccc(-c2ccccc2)cc1,0%,-6%,16%,7.8,1%,-12,1,7,-20%
O=c1[nH]c(/C=C\c2ccccc2F)nc(O)c1[N+](=O)[O-],-6%,-2%,10%,-0.3,4%,-9,2,-72*,-10%
CCOc1cc(/C=C2\SC(=NC)N(C)C2=O)c(Br)cc1OC(C)=O,-3%,0%,5%,0.4,-8%,-1,-11,u,5%
COc1ccc(NC(=O)COc2ccccc2)cc1NC(=O)c1ccco1,-1%,1%,-10%,-0.3,5%,11,3,2,5%
Cc1csc2nc(CNC(=O)c3ccco3)cn12,-6%,-9%,11%,-0.2,-9%,16,1,-4,1%
Cc1ccc(S(=O)(=O)N2C[C@H]3C(=O)C[C@@H](c4ccccc4)N(S(=O)(=O)c4ccc(C)cc4)[C@H]3C[C@H]2c2ccc(Cl)cc2)cc1,-8%,-1%,-6%,-2.2,2%,-8,-3,0,0%
COc1ccc2oc(=O)c(C(=O)C[n+]3cccc(C)c3)cc2c1,-27%,-4%,-18%,0.1,-10%,-3,16,-2,2%
CCOc1cc(NC(=S)NCCCN2CCOCC2)c(OCC)cc1NC(=O)c1cccc(F)c1,-8%,8%,0%,-0.1,15%,3,-3,4,5%
CCOc1cc(/C=C2\C(=N)N3N=C(N4CCCCC4)SC3=NC2=O)ccc1OC(=O)c1ccco1,u,-6%,8%,-1.5,1%,-10,4,-25,-17%
NC(=O)CCC(NS(=O)(=O)c1ccc(Cl)cc1)C(=O)NCc1ccc(Cl)cc1 (centres undefined),-2%,-4%,-1%,-0.2,9%,6,-3,-7,-3%
CC(=O)Nc1ccc(Nc2cc(C)nc3c(-c4ccc(Cl)cc4)cnn23)cc1,4%,5%,-9%,-1.2,-15%,1,-8,-7,5%
O=S(=O)(c1ccc(SCc2ccccc2)nc1)N1CCCC1,-1%,9%,u,-0.9,-5%,2,-10,-1,-2%
Cc1cccc(NC(=O)CCn2cnnn2)c1,u,-6%&-1%,9%&2%,-1.2,4%&-5%,6,5&4,1,0%
CCOC(=O)c1cnc2c(F)ccc(F)c2c1Sc1ccccc1,u,18%,-21%,0.2,-7%,-5,9,5,-6%
Cc1ccc(C(=O)N2CCC3(CC2)Oc2ccc(F)cc2C(=O)C32CC(c3ccccc3)=NO2)s1 (centres undefined),1%,-3%,5%,-2.4,-4%,4,-9,-3,-3%
# The list continues.
SMILES,PLK1 PBD inh,GLP1R ag,GLP1R inv ag,IL2 activator,GLP1R cytotox,D3 antag,D3 ag,PI5P4Ka inh,WRN inhibitor
COCCNC(=O)C(c1ccc(C)o1)N(Cc1cccs1)C(=O)c1snc(C(N)=O)c1N (centres undefined),-6%,-4%,-21%,-3.4,-9%,10,-8,x,6%
COc1cccc(-c2nc(CS(=O)(=O)CC(=O)NCCCc3ccccc3)c(C)o2)c1,-8%,1%,u,-2.2,-11%&-6%,-9,-5&-15,1,6%
CCN1CCN(c2ccc(NC(=O)c3cc4ccccc4cc3OC)cc2C)CC1,5%,2%,u,0.0,u,-16,-17,-2,-12%
COc1ccc2cc(C(=O)C3CCCN(C(=O)c4cc(=O)n(C)c(=O)n4C)C3)ccc2c1 (centres undefined),u,14%,10%,-4.1,-3%,6,6,-16,5%
CCC(Oc1ccccc1)C(=O)Nc1ccc(S(=O)(=O)Nc2cnc3ccccc3n2)cc1 (centres undefined),-11%,-3%,-19%,-0.5,-2%,u,2,-5,0%
CSc1ncccc1C(=O)Nc1nc2ccc(F)cc2s1,-8%,6%,-23%,-6.0,2%,4,5,-3,-22%
O=C(Oc1ccccc1)c1ccc2nccnc2c1,-6%,-13%,5%,-0.6,-12%,22,1,x,8%
